Redox H2O2 prof = compounds producing H2O2 with reducing agent – biochemical, NIH compound library profiling, artefact control for MLSCN library redox annotation, primary screen. hit rate 0.03% among 200,000. activation, % at 10 µM. DTT-dependent redox cycling H2O2, phenol red/HRP absorbance; 100% = 100 µM peroxide control, 0% = buffer;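 active = activation of at least 50% relative to the plate's high and low controls in the primary single-dose screen; inactive = activation below 50%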;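 also: compound incubated with DTT at 0.8 mM final as the reducing agent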
bIAP inh = intestinal alkaline phosphatase (bovine) inhibition; inhibition, % at 20 µM; AID 1019; purified bovine IAP, CDP-star luminescence, 30 min; 190,000 tested, under 10 active;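 active = over 50% inhibition of intestinal alkaline phosphatase at 20 µM in the single-dose screen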
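Incubation: 30 min reaction at room temperature / Material: purified bovine intestinal alkaline phosphatase (IAP) enzyme / Input: enzyme at 1/65,000,000 dilution / Dosing: 20 µM single dose / Signal: CDP-star luminescence signal / Reagent: CDP-star chemiluminescent phosphatase substrate, 30 µM final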
S1P3 antag = blocks the human S1P3 receptor | AID 485 | inhibition, % at 4.98 µM | hit rate 0.27% among 170,000 | CHO S1P3 NFAT-BLA reporter, FRET fluorescence, antagonist mode;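 active = inhibition above the plate cutoff, the mean inhibition of test wells on that plate plus 3 SD, cut at about 28% in these data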;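 also: cells challenged with S1P at its EC80 of 0.8 µM; blue over green emission ratio from cleaved BLA substrate after 4 h stimulation; 0% = S1P-stimulated wells and 100% = unstimulated DMSO-only wells; some compounds past the cut are filed as inactive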
Target sequence (Q99500 whole entry, looked up): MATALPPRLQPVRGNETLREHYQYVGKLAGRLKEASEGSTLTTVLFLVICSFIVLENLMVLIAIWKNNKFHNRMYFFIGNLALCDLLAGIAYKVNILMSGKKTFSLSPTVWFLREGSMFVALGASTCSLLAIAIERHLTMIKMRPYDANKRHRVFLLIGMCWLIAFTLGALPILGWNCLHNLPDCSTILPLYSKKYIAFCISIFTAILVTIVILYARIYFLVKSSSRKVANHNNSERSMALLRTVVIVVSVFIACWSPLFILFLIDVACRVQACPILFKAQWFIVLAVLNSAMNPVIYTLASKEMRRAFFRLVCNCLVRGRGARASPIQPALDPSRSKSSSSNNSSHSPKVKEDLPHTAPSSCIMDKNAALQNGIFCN
PPARg SRC3 recr = PPARgamma-driven SRC-3 recruitment agonism. hit rate 0.26% among 200,000. biochemical PPARgamma/SRC-3 coactivator recruitment assay. AID 731. activation, % at 8 µM; in the data active = activation above about 23%;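 also: 0% = DMSO and 100% = reference agonist; some compounds past the cut are filed as inactive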
SRC2 TRFRET art = flags TR-FRET format artefacts in PPARgamma SRC-2 recruitment agonist screen. TR-FRET artefact counter-screen; active compounds read high. TR-FRET ratio at 8 µM. hit rate 0.4% among 200,000. AID 1049; in the data active = TR-FRET ratio above about 2000; also: inactives centre near 1500; reference of the scale not given here
ROMK mod = human ROMK K+ channel modulation, primary screen. P48048. Tet-inducible ROMK, thallium flux fluorescence; actives lie on both sides. B-score at 10 µM. hit rate 2% among 130,000;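 active = signal ratio slope over the read window, or its plate-corrected B-score, at least 3 SD from the plate mean, either direction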;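 also: B-score of the F/F0 ratio slope over 7 to 12 s after thallium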
Target sequence (P48048 whole entry, looked up): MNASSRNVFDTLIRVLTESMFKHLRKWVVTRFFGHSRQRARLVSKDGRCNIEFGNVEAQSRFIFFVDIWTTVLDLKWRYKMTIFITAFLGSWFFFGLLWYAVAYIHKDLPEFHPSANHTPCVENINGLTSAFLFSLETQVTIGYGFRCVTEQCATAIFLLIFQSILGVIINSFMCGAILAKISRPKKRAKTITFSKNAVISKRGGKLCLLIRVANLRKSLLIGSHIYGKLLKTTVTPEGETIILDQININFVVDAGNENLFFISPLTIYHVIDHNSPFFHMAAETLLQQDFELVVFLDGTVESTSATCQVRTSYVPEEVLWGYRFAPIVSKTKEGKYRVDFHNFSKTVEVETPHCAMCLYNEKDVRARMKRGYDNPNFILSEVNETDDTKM
PPARg SRC-2 ag = agonists of SRC-2 recruitment by human PPARgamma. P37231. PPARgamma LBD-SRC-2 recruitment, biochemical. activation, % at 8 µM. hit rate 0.34% among 200,000; in the data active = activation above about 22%;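 also: 0% = vehicle and 100% = reference agonist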
PPARg SRC1 recr = PPARgamma-driven SRC-1 recruitment agonism; hit rate 0.41% among 200,000; PPARgamma-SRC-1 coactivator recruitment biochemical assay; AID 631; activation, % at 8 µM; in the data active = activation above about 19%;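 also: 0% = DMSO and 100% = reference agonist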
L major viab = inhibitors of Leishmania major promastigote growth; hit rate 9% among 200,000; inhibition, % at 10 µM; Leishmania major promastigotes, resazurin fluorescence viability; in the data active = inhibition above about 50%;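 also: promastigotes grown with compound for 44 hours at 28 °C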
Efa HMGR inh = E. faecalis class II HMG-CoA reductase inhibition; purified E. faecalis HMGR, NADPH absorbance 340 nm kinetic; inhibition, % at 10 µM; hit rate 0.41% among 190,000; AID 1066;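 active = inhibition above a set limit, the median over all tested compounds plus 3 SD, cut at about 9.5% in these data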;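 also: enzyme runs in reverse so mevalonate oxidation gives rising NADPH absorbance; 0% = complete reaction with DMSO and 100% = background rate lacking mevalonate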
RAM network inh = inhibitors of the yeast RAM network; S. cerevisiae dse1pr::URA3 reporter, 5-FOA growth OD615, 2 d; analog-sensitive cbk1-as2 kinase mutant strain; inhibition, % at 50 µM; hit rate 1.8% among 190,000; AID 868;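 active = inhibition above a set limit, 3 SD over mean compound inhibition, cut at about 8.4% in these data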;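 also: 0% = DMSO-only wells with no growth and 100% = 10 µM 1-NA-PP1 full growth; inhibition rescues growth on 5-FOA so higher OD means more RAM inhibition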
Active calls of the source: *; . = not tested or not shown.

| mol | bIAP inh | Redox H2O2 prof | ROMK mod | S1P3 antag | Efa HMGR inh | SRC2 TRFRET art | RAM network inh | PPARg SRC-2 ag | PPARg SRC3 recr | PPARg SRC1 recr | L major viab |
| --- | --- | --- | --- | --- | --- | --- | --- | --- | --- | --- | --- |
| O=C(NNC(=O)c1cccnc1)Nc1cccc2ccccc12 | -10 | -7.9 | -0.051 | . | -1 | 1576 | 0.9 | 2 | 6 | -2 | -3 |
| CCOc1cc(NC(=S)NCC2CCCO2)c(OCC)cc1NC(=O)c1ccccc1C (stereo not drawn) | 5 | 0.5 | . | . | -6 | 1434 | -0.3 | -10 | -3 | 7 | -4 |
| COc1ccc(/C=C2/SC(=S)N(n3c(C)ccc3C)C2=O)cc1 | 28 | 0.5 | 0.86 | . | -2 | 1585 | 4.1 | 6 | 0 | 2 | 9 |
| Cc1nn(C)cc1C(C(=O)NC1CCCCC1)N(Cc1ccccc1Cl)C(=O)c1cnccn1 (stereo not drawn) | 0 | 0.3 | 0.059 | -4 | -4 | 1509 | 1.7 | 3 | 4 | -8 | -6 |
| Cc1nn(C)c(C(=O)NCc2ccc(Cl)cc2)c1Cl | 26 | 0.0 | -1.8 | 25 | -3 | 1573 | -0.1 | 9 | 2 | 6 | -3 |
| N#Cc1ccsc1NC(=O)CSc1ncnc2ccccc12 | 10 | -0.5 | . | 36 | 0 | 1685 | 2.0 | 11 | 17 | 0 | 23 |
| Cc1nn(-c2ccccc2)c(Cl)c1/C=N/Nc1ccc(S(=O)(=O)Nc2ccccc2C(=O)O)cc1[N+](=O)[O-] | 24 | 0.3 | . | . | -7 | 1628 | 6.5 | 12 | 14 | 9 | -12 |
| COc1ccccc1Nc1nc2cc(C)ccc2cc1C#N | 5 | 0.6 | 0.15 | 4 | -3 | 1427 | 4.4 | 4 | 2 | -1 | -6 |
| CCOC(=O)c1c(NC(=S)Nc2ccccc2)sc2c1CCN(CC)C2 | -5 | 1.5 | -0.39 | . | -3 | 1589 | 0.9 | 4 | 15 | 5 | 98* |
| CCCOc1ccc(C(=O)Nc2ccc(N(C)C)cc2)cc1 | 43 | 2.3 | . | 3 | -10 | 1869 | 1.1 | 10 | 12 | 17 | -4 |
| CC(=O)OC1OCCOC1NC(=S)Nc1cccc(C(F)(F)F)c1 (stereo not drawn) | -19 | -1.8 | -0.14 | 11 | 4 | 1686 | 2.4 | 14 | 7 | 6 | -2 |
| Cc1ccc(N(C)C(=O)N2CCN(S(=O)(=O)c3c(C)cc(C)cc3C)CC2)cc1 | 0 | 0.0 | -2 | . | -4 | 1509 | 3.9 | 13 | -1 | 0 | 98* |
| COC(=O)c1cn(CC(=O)N2CCCCC2C)c2ccccc12 (stereo not drawn) | -8 | -2.3 | . | . | 0 | 1527 | -0.5 | 5 | 1 | -6 | -4 |
| Cc1cc(C)nc(SCSc2nc(C)cc(C)n2)n1 | -12 | -0.4 | 0.12 | -33 | 1 | 1597 | 2.1 | 6 | 1 | 5 | -13 |
| CCCCCn1c(=O)c(-c2nc3ccccc3[nH]2)c(O)c2ccccc21 | -12 | -0.1 | 0.25 | 7 | -7 | 1664 | 7.5 | 0 | 7 | 4 | 56* |
| O=C(O)C1CCCCC1C(=O)NCCCCc1ccccc1 (stereo not drawn) | 1 | 1.8 | . | -22 | -3 | 1526 | 0.7 | 4 | -7 | -1 | -5 |
| CC(C)(C)NC(=O)CSc1nnc(C2CC2)n1-c1ccccc1 | 6 | -1.1 | 0.013 | 0 | -9 | 1395 | -0.1 | 3 | -2 | 3 | -9 |
| COC(=O)c1ccccc1Sc1c(/C=N/OCc2ccc(Cl)cc2)c(C(F)(F)F)nn1C | 5 | 0.2 | 1.5 | . | 1 | 1415 | 8.6* | 5 | 9 | -4 | -3 |
| CCc1c(C)nc(N2CCOCC2)[nH]c1=O | -4 | 0.8 | 1.2 | -24 | 1 | 1513 | 0.7 | 13 | 8 | 10 | -4 |
| O=C(Nc1ccccc1)N1CCN(CCc2ccccc2)CC1 | -6 | -0.3 | -0.21 | 0 | 4 | 1608 | 1.2 | 8 | 3 | 3 | -4 |
| O=c1c2cc(NC(=S)NC3CC3)ccc2nc2n1CCCCC2 | 1 | 0.7 | 0.67 | -5 | 3 | 1338 | 0.2 | -7 | 2 | -2 | 9 |
| CCNc1nc(Sc2ccc(C)cc2)cc(C(F)(F)F)n1 | 3 | -5.5 | . | . | -5 | 1394 | -0.7 | 6 | 9 | 8 | -2 |
| CN(C)N=Nc1ccc(S(N)(=O)=O)cc1 | 3 | -0.1 | 1.1 | -9 | -4 | 1580 | 1.7 | -2 | 0 | 0 | -6 |
| CCc1nnc(NC(=O)c2cc3ccccc3oc2=O)s1 | 15 | -0.1 | . | -5 | 1 | 1434 | 0.7 | -5 | -9 | -3 | 5 |
| COc1ccccc1NC(=O)CCCn1c(=S)[nH]c2ccccc2c1=O | 13 | -2.1 | -1.2 | -11 | 0 | 1444 | 2.8 | -3 | -5 | 10 | 2 |
| CCCCN(C(=O)CSc1cc(C)c2ccc(OC)cc2n1)c1c(N)n(Cc2ccccc2)c(=O)[nH]c1=O | 12 | -0.4 | . | -22 | 0 | 1701 | 0.6 | 1 | 2 | 0 | 0 |
| Cc1ccc2c(C(=O)CN3CCCC3)c(C)[nH]c2c1 | 9 | 1.6 | . | -22 | 2 | 1474 | 0.1 | 4 | 3 | -3 | 9 |
| Cc1ccc(CNc2nc3ccc(C)cc3n3cnnc23)cc1 | 1 | -2.0 | . | . | -5 | 1661 | 4.3 | 8 | -2 | 6 | -4 |
| Clc1nn2cnnc2c2ccccc12 | 8 | -0.3 | 1 | -5 | -4 | 1459 | 0.0 | 6 | 6 | 2 | -1 |
| COCCn1c(SCC(=O)NCc2ccc3c(c2)OCO3)nc2ccccc2c1=O | 3 | -1.6 | -0.034 | -17 | -6 | 1586 | 1.0 | 0 | 9 | 7 | 8 |
| CC(NC(=S)Nc1ccc(Cl)cc1)C(c1ccccc1)N1CCOCC1 (stereo not drawn) | -14 | -0.2 | -0.35 | 14 | -4 | 1431 | 0.1 | 2 | 3 | 1 | 19 |
| Cc1c(C(=O)N2CCCC2)sc(NC(=O)c2cccs2)c1C#N | 6 | 2.0 | . | -27 | -6 | 1450 | -1.0 | -4 | -5 | -5 | -5 |
| O=C(CSc1nnc(-c2ccc(Cl)cc2Cl)n1C1CCCCC1)NC1CCS(=O)(=O)C1 (stereo not drawn) | 1 | -0.3 | . | . | -2 | 1602 | 0.0 | -4 | -6 | -9 | -5 |
| CCOc1ccc(-n2c(O)c(/C=N/Nc3nc(C)cc(C)n3)c3ccccc3c2=O)cc1 | 6 | 0.0 | 0.084 | -22 | -5 | 1441 | 3.1 | -7 | 2 | 3 | 14 |
| CCn1c(CNc2ccc(F)cc2)nnc1SCCN1CCCCC1 | -8 | 2.4 | . | -3 | 1 | 1464 | 2.5 | -7 | -10 | -1 | 7 |
| CCOc1ccc(NC(=O)CCC(=O)NNC(=O)c2ccco2)cc1 | -29 | -0.7 | 0.24 | -21 | 1 | 1452 | 1.2 | 0 | 0 | 2 | -6 |
| O=C(NCCCn1ccnc1)c1cc2ccccc2oc1=O | 5 | -0.2 | 0.21 | -2 | -5 | 1696 | 1.2 | 0 | 7 | -2 | 4 |
| O=C(Nc1ccc(-c2nnco2)cc1)c1ccccc1 | 8 | 0.0 | . | 7 | 1 | 1366 | 0.5 | 5 | 9 | 4 | -5 |
| CC(=O)Nc1ccc(N=Cc2c(O)c(C(=O)Nc3ccccc3)cc3ccccc23)cc1 | 22 | 0.5 | . | 1 | 3 | 1512 | 2.3 | -2 | 1 | -2 | -11 |
| Cn1c(=O)cc(SCC(=O)NCCN2CCN(c3ccccc3F)CC2)c2cc(Cl)ccc21 | -8 | 0.2 | -0.9 | 10 | -3 | 3707* | 0.8 | 107* | 92* | 82* | 29 |
| COc1ccc(OCc2nn3c(Cn4cnc5ccccc54)nnc3s2)cc1 | 5 | -0.8 | . | 11 | -1 | 1395 | 0.5 | -1 | -5 | 5 | 1 |
| O=C(CCc1nnc(Cc2c[nH]c3ccccc23)o1)NC1CCCC1 | -6 | -0.1 | -1.1 | 12 | -5 | 1586 | 0.4 | -8 | -7 | -6 | -3 |
| COc1cccc(CN2CCN(Cc3ccc4c(c3)OCCO4)CC2CCO)c1 (stereo not drawn) | -11 | -0.4 | -0.17 | 3 | -7 | 1676 | 2.0 | 6 | 2 | 5 | 70* |
| CN(C)c1cccc(C(=O)Nc2cccc(F)c2)c1 | 4 | 1.0 | . | 6 | -2 | 1549 | 0.2 | -5 | 2 | 5 | 4 |
| COc1ccc(-c2nnn(CC(=O)OC3CCCCC3)n2)cc1OC | -2 | 0.5 | . | -10 | 0 | 1695 | 4.2 | 0 | 15 | 3 | 3 |
| CCCCN=C1CC(C)(C)CC(=O)/C1=C(/O)CCCN1C(=O)c2ccccc2C1=O | -22 | 0.7 | -0.033 | -23 | -5 | 1557 | 1.6 | 0 | -2 | -4 | 15 |
| O=C(CSc1nc2ccccc2[nH]1)NCCCn1ccnc1 | -16 | -0.5 | . | 1 | 4 | 1244 | 0.5 | 0 | 1 | 4 | -4 |
| c1ccc(Cc2nnc3n2CCCCC3)cc1 | 10 | 1.0 | -0.051 | . | 4 | 1706 | 0.0 | 7 | -9 | 3 | -7 |
| COc1ccccc1NC(=O)CSc1nc(N)c(C#N)cc1C#N | 6 | -0.1 | 1.2 | -5 | -1 | 1578 | 4.5 | 3 | 3 | 4 | -5 |
| CCc1cc2c(=O)n(C(C)C(=O)OC3CCCCC3)cnc2s1 (stereo not drawn) | 5 | 0.8 | -2 | 5 | 4 | 1275 | 0.9 | 2 | 7 | -6 | -2 |
| CC(C)c1[nH]nc2c1C(c1cccnc1)C(C#N)=C(N)O2 (stereo not drawn) | 8 | 1.4 | . | -6 | -2 | 1676 | 0.5 | -9 | 4 | 0 | 7 |
| CC(C)n1c(N2CCN(C(=O)N3CCCCC3)CC2)nc2ccccc21 | 0 | 2.1 | -0.3 | -16 | -10 | 1352 | 0.5 | -8 | -7 | 5 | 29 |
| CCN1CCN(CC(=O)Nc2cccc(C)c2C)C(=O)C1=O | 5 | -1.2 | . | -22 | -3 | 1486 | -0.2 | -7 | -9 | 1 | 4 |
| COc1cccc(C2C(C#N)=C(N)Oc3cc(C)n(Cc4ccccn4)c(=O)c32)c1OC (stereo not drawn) | 5 | 1.7 | . | -2 | -7 | 1456 | 3.1 | 2 | -1 | -1 | -3 |
| CCOC(=O)C1(CCCc2ccccc2)CCN(Cc2cnc(C)s2)CC1 | 1 | -0.1 | -1.2 | 3 | -2 | 1478 | -0.1 | -2 | 2 | 8 | 77* |
| CCC(C)N(C)C1CCN(C(=S)Nc2cccc(SC)c2)CC1 (stereo not drawn) | -4 | 0.2 | 0.62 | -8 | -6 | 1568 | 1.5 | 4 | 4 | -1 | 76* |
| CC1(C)CC(N2CCCC2)=CC(=[N+]2CCCCCC2)C1 | -27 | 0.1 | -0.74 | -12 | -1 | 1507 | -1.5 | 0 | -2 | -4 | 100* |

Assay outcomes deposited in PubChem BioAssay by several laboratories.
